# Hep lipid drop = modulators of hepatic lipid droplet formation; AML12 mouse hepatocytes, oleate lipid droplets, BODIPY imaging; inhibition, % at 6.5 µM; actives 0.4% (n = 240,000); AID 1656;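 active = lipid droplet intensity inhibited by at least 50%, with more than 500 cells counted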
#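 material = mouse AML12 hepatocyte cell line, fixed after treatment | also added = 100 µM oleic acid challenge | doses = compound at 6.5 µM only | schedule = overnight exposure | technique = Image-based BODIPY and DAPI two-channel analysis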
# WT yeast gro inh = growth inhibition of WT yeast, mitochondrial fusion screen; mitochondrial fusion phenotypic screen, WT strain; inhibition, % at 10 µM; actives 2.1% (n = 190,000); AID 1362; in the data active = inhibition above about 58%; tested in S. cerevisiae
# K1F lysis inhibition = protection from phage-mediated lysis, alamar blue read-out – E. coli UTI89, K1F phage, bacterial capsule biogenesis inhibitors (AID 488966); E. coli UTI89 K1F phage lysis, alamar blue, 2 h; higher % means a stronger effect; inhibition, % at 100 µM, or IC50 in µM where a hit was titrated; actives 0.02% (n = 340,000);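 active = phage lysis inhibition, versus mean bacterial control, above a set limit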;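 note: capsule biogenesis inhibitors block K1F phage lysis so surviving cells raise fluorescence; higher fluorescence means more inhibition of phage lysis; actives were called in the ten point dose series up to 300 µM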
# CSM14.1 death rescue = protection against thapsigargin-triggered cell killing – 384-well, CSM14.1, ATP luminescence, primary screen (AID 1222); CSM14.1 thapsigargin-induced death rescue, ATP luminescence; higher % means a stronger effect; cellular ATP content (survival), % at 20 µM; hits with a dose series show EC50 in µM; 190,000 tested, under 10 active;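 active = EC50 below 50 µM in the dose-response confirmation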;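 note: death triggered by thapsigargin at about 15 µM added after 2 h compound pretreatment; cell ATP read after overnight thapsigargin exposure of roughly 18 to 22 hours; normalized against plate controls of thapsigargin alone and 5% DMSO vehicle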
# human PMI inhibition = inhibitors of human PMI, primary screen, biochemical, fluorescence intensity, coupled assay (AID 1209). actives 0.42% (n = 190,000). purified PMI enzyme, coupled fluorescence intensity; higher % means a stronger effect. one-dose inhibition, % at 20 µM; IC50 in µM for titrated hits;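 note: plate controls were DMSO vehicle for no effect and wells lacking substrate for full effect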
# TNAP activators = human TNAP enzyme activators, primary screen, biochemical, luminescent, no phosphate acceptor, uHTS (AID 1001). activation fold at 20 µM; hits with a dose series show EC50 in µM. actives 0.03% (n = 200,000). purified TNAP, luminescent activation assay, no phosphate acceptor; higher activation fold means a stronger effect; in the data active = activation fold from about 3, or a potency from the dose series; inactive = the rest, 99 in 100 with activation fold below about 1.6; note: many of its hits are not listed in these tables
# Myeloid diff 2 = myeloid differentiation induction. actives 1% (n = 360,000). ER-HoxA9 myeloid progenitors, lysozyme-GFP differentiation, flow cytometry. calls only at 10 µM;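 active = normalized GFP-positive differentiation at or above the plate's own cutoff, the solvent-only control mean plus 3 SD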;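 note: cells exposed to compound for four days before flow analysis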
# human PMI inhibitors = human PMI inhibitors, high substrate, primary screen, biochemical, fluorescence intensity, high mannose 6-phosphate (AID 1220); recombinant PMI enzyme, coupled fluorescence intensity; higher % means a stronger effect; inhibition, % at 20 µM; hits with a dose series show IC50 in µM; actives 0.66% (n = 190,000)
# M1AAP inhibition = malaria alanyl aminopeptidase activity blockers – biochemical, fluorogenic H-Leu-NHMec substrate, 1536-well (AID 1445). recombinant M1AAP, H-Leu-NHMec fluorogenic kinetic assay; higher % means a stronger effect. actives 0.42% (n = 220,000). inhibition, % at 30 µM, or IC50 in µM where a hit was titrated;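 active = primary inhibition above the hit cutoff, then over 50% inhibition at one or more dose response concentrations, cut at about 23% in these data, passing the limit was not always enough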;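 note: plate controls were DMSO full reaction for no effect and no enzyme background for full effect; strong numbers were not always called active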
# WT yeast gro inh mutant strain = also measured in WT yeast gro inh; calls as there; inhibition, %; mitochondrial fusion phenotypic screen, mutant strain inhibition
# Hep lipid drop cells 6.5 µM = further read-out of Hep lipid drop, marked with its call; cell count; measured here: cell count, cytotoxicity flag;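 cells counted across two imaged fields per well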
# Myeloid diff 2 GFP+ MAC1+ % = second read-out of Myeloid diff 2, no call of its own (marks repeat the call); GFP+ MAC1+ double positive, %; measured here: differentiation confirmed by MAC1 staining
# The depositor's hits bear a star; i = inactive; x = no result given; & = joins results of further samples; [ ] = another dose, or the depositor's remark. Cut-off read from the data, not from the text of the source, unless noted: active = inhibition above about 50%; inactive = the rest. Rows are unselected (roughly 4.6% active in at least one column).
SMILES,Hep lipid drop,Hep lipid drop cells 6.5 µM,WT yeast gro inh,WT yeast gro inh mutant strain,K1F lysis inhibition,CSM14.1 death rescue,human PMI inhibition,TNAP activators,Myeloid diff 2,Myeloid diff 2 GFP+ MAC1+ %,human PMI inhibitors,M1AAP inhibition
Cc1ccc(NC(=O)CC2SC3=NCCCN3C2=O)c(C)c1 (stereo unspecified),10,773,10,23,-0.2%,-1.8%,-10%,1.1,i,1.7,-12%,8%
CC(=O)Nc1nc2ccccc2n1Cc1ccccc1,x,x,12,2,-0.4%,-2.0%,-2%,1.1,i,0.7,-2%,2%
Cc1c(NC(=O)c2ccc(N(C)S(=O)(=O)c3ccccc3)cc2)c(=O)n(-c2ccccc2)n1C,-4,746,-5,-4,-3.0%,-2.1%,-6%,1.2,i,0.3,-4%,19%
COc1cccc(C2/C(=C(\O)c3ccc4c(c3)OCO4)C(=O)C(=O)N2CCN(C)C)c1OC (stereo unspecified),3,734,-9,2,0.2%,-1.9%,6%,1.1,i,0.6,-14%,5%
C/C=C/Cn1c(SCc2ccc(Cl)cc2)nc2c1c(=O)[nH]c(=O)n2C,x,x,1,1,0.2%,-3.6%,5%,1,i,0.8,12%,-1%
O=C(c1cccc(C(=O)N2CCN(c3ccccc3)CC2)c1)N1CCN(c2ccccc2)CC1,-15,789,18,11,-0.1%,-1.0%,-38%,1,i,9.2,-68%,15%
CCOc1ccc(C(=O)NCC(=O)OCC(=O)N2CCCCC2)cc1,-2,802,10,14,4.2%,7.7%,-4%,1.1,i,0.8,3%,5%
O=C(COc1ccccc1[N+](=O)[O-])NCCC1=CCCCC1,5,681,9,8,0.4%,2.5%,4%,1,i,0.4,7%,-2%
C1=CC2CC1CC2CN1CCN(c2ccccc2)CC1 (stereo unspecified),1,789,5,16,5.3%,-1.4%,15%,1.1,i,3.8,8%,5%
COc1ccc(NC(=O)C2CCCO2)cc1OC (stereo unspecified),14,779,5,0,0.1%,-1.0%,-5%,1.1,i,9.4,-3%,7%
Cc1ccnn1CCSCC(=O)O,-1,719,-4,2,0.2%,0.1%,-11%,0.9,i,5.4,-10%,15%
O=C(Nc1cccc([N+](=O)[O-])c1)C1CC(=O)N(Cc2ccccc2)C1 (stereo unspecified),5,747,3,6,1.8%,-1.5%,4%,1.1,i,0.3,-2%,-5%
Cc1cc(C(C#N)c2ccccc2F)n2ncnc2n1 (stereo unspecified),9,614,4,6,0.3%,-0.6%,-5%,1,i,0.6,-1%,3%
Cc1cccc(N=C2NC(=O)c3cc([N+](=O)[O-])ccc32)c1,-14,696,-2,1,0.1%,-1.9%,-1%,1.1,i,0.0,0%,-1%
CCOC(=O)C1CCN(C(=O)COC(=O)c2ccc(Br)o2)CC1,x,x,7,20,2.4%,-2.3%,4%,1,i,3.5,1%,1%
CN(CC(=O)N1CCCCCC1)S(=O)(=O)c1ccc(F)cc1,-5,722,-7,-2,0.5%,-1.5%,-3%,1.1,i,0.2,-8%,5%
CCOC(=O)c1c(C)noc1CP(=O)(c1ccccc1)c1ccccc1,-18,737,-7,5,0.1%,-1.5%,7%,1.1,i,1.2,3%,6%
COc1ccc(CCNC(=O)c2cc(-c3ccco3)on2)cc1OC,19,729,19,5,0.0%,-0.6%,-10%,1,i,0.1,-11%,-1%
CCOC(=O)N1CCC(N2CCCC(CO)(Cc3cccc(OC)c3)C2)CC1 (stereo unspecified),-11,614,12,12,0.1%,-0.9%,x,1,i,0.2,x,4%
COc1ccc(CCN(C)CCC(=O)Nc2c(C)cc(C)cc2C)cc1OC,x,x,-7,-10,0.3%,3.1%,-10%,0.9,i,0.7,-7%,4%
COc1cc(-c2cc(-c3ccc(F)cc3)nc(N)c2C#N)ccc1O,-5,684,-10,-36,0.2%,-3.7%,14%,1.1,i,0.2,17%,14%
COc1cc(/C=C/C(=O)OCC(=O)Nc2ccc3c(c2)OCCO3)ccc1OCC#N,15,752,3,-13,0.5%,-0.8%,-7%,1,i,0.5,-7%,5%
Cc1ccc(C2/C(=C(\O)c3cnn(-c4ccccc4)c3C)C(=O)C(=O)N2CCN(C)C)o1 (stereo unspecified),7,730,3,-7,0.4%,-1.5%,-28%,1.1,i,0.1,-16%,6%
CCS(=O)(=O)N1CCC(C(=O)NCc2cccc(OC)c2)CC1,x,x,2,-4,-2.2%,-0.4%,-1%,1.1,i,17,-1%,-3%
O=C(CC(O)(c1ccccc1)C(F)(F)C(F)F)c1cccs1 (stereo unspecified),2,768,9,-2,0.4%,-3.5%,4%,1.1,i,2.5,0%,5%

# Ordered by the number under human PMI inhibition (highest first): some entries from above.
smiles	human PMI inhibition
Cc1cccc(N=C2NC(=O)c3cc([N+](=O)[O-])ccc32)c1	-1%
CN(CC(=O)N1CCCCCC1)S(=O)(=O)c1ccc(F)cc1	-3%
COc1ccc(NC(=O)C2CCCO2)cc1OC (stereo unspecified)	-5%
COc1ccc(CCNC(=O)c2cc(-c3ccco3)on2)cc1OC	-10%

# Three entries from above, bar-delimited.
molecule | Hep lipid drop | Hep lipid drop cells 6.5 µM | WT yeast gro inh | WT yeast gro inh mutant strain | K1F lysis inhibition | CSM14.1 death rescue | human PMI inhibition | TNAP activators | Myeloid diff 2 | Myeloid diff 2 GFP+ MAC1+ % | human PMI inhibitors | M1AAP inhibition
O=C(COc1ccccc1[N+](=O)[O-])NCCC1=CCCCC1 | 5 | 681 | 9 | 8 | 0.4% | 2.5% | 4% | 1 | i | 0.4 | 7% | -2%
C1=CC2CC1CC2CN1CCN(c2ccccc2)CC1 (stereo unspecified) | 1 | 789 | 5 | 16 | 5.3% | -1.4% | 15% | 1.1 | i | 3.8 | 8% | 5%
COc1ccc(NC(=O)C2CCCO2)cc1OC (stereo unspecified) | 14 | 779 | 5 | 0 | 0.1% | -1.0% | -5% | 1.1 | i | 9.4 | -3% | 7%

# Continuation:
SMILES,Hep lipid drop,Hep lipid drop cells 6.5 µM,WT yeast gro inh,WT yeast gro inh mutant strain,K1F lysis inhibition,CSM14.1 death rescue,human PMI inhibition,TNAP activators,Myeloid diff 2,Myeloid diff 2 GFP+ MAC1+ %,human PMI inhibitors,M1AAP inhibition
COc1ccc(/C(O)=C2\C(=O)C(=O)N(CCN(C)C)C2c2cccc(OC)c2OC)cc1 (stereo unspecified),-12,591,-2,-6,0.3%,-0.3%,-33%,1.2,i,0.3,-41%,2%
O=C(O)COc1ccc(/C=C/c2ccc3cccc([N+](=O)[O-])c3n2)cc1,-15,622,4,24,0.4%[50 µM],0.3%,-24%,0.9,i,0.2,-30%,19%
Cc1ccc(SCC(=O)Nc2ccc(N3CCOCC3)cc2)c(C)c1,2,678,-5,7,1.4%,-0.7%,-16%,1.1,i,0.4,36%,-3%
Cc1nc2sc(C(c3cccc(F)c3)N3CCCC(C)C3)c(O)n2n1 (stereo unspecified),x,x,-13,14,1.9%,0.1%,2%,1.1,i,2.2,-5%,4%
Nc1ncc(Br)cc1S(=O)(=O)NCCC(=O)N1CCN(c2ccccn2)CC1,-36,696,1,-4,-0.1%,-0.6%,-9%,1.1,i,0.2,-10%,-1%
Cn1nc(OC(=O)Nc2ccccc2)cc1C(F)(F)F,x,x,-9,0,x,-2.5%,8%,1.1,x,x,6%,8%
COc1ccc(Nc2nc(N)nc(CSc3nnc(N)s3)n2)cc1,-2,825,2,-20,0.2%,1.8%,-5%,1.1,i,1.6,-6%,9%
CCCCN(C)CCn1c(=S)[nH]c2ncccc2c1=O,x,x,7,7,-0.2%,-1.0%,-6%,1.1,i,3.9,-7%,5%
CCn1cc(NC(=O)Nc2ccc(OC)c(OC)c2)c(C(N)=O)n1,32,702,-9,-1,0.2%,-2.4%,9%,1.1,i,0.5,32%,0%
Cc1ccc(C(=O)CSc2nnc(Cn3nnc4ccccc43)n2C)cc1,9,788,9,15,0.2%,0.4%,9%,1,i,12,4%,-5%
CCNC(=S)N1CCN(C(=O)C(Cc2ccccc2)NC(C)=O)CC1 (stereo unspecified),-2,755,7,3,-0.5%,-1.7%,2%,1.1,i,0.9,4%,-1%
O=C(Cc1ccccc1)Nc1nc(-c2cccs2)cs1,x,x,23,8,-0.1%,-1.6%,-6%,1.1,i,1.0,-14%,8%
O=[N+]([O-])c1ccc(-c2ccc(/C=N/c3c(-c4ccco4)nc4ccccn34)o2)c(Cl)c1,23,650,19,18,x,0.0%,11%,0.9,x,x,14%,9%
Cc1cc(CNC(=O)CC2C(=O)NCCN2CC(C)(C)C)nn1C (stereo unspecified),9,664,-12,0,0.4%,-1.4%,-10%,1.1,i,0.8,12%,2%
CCS(=O)(=O)n1nc(-c2cccnc2)nc1NCc1ccc(F)cc1,-11,655,-4,9,-0.1%,-4.9%,-14%,1,i,0.6,-12%,6%
COC(=O)c1ccccc1NC(=O)CSc1nc(O)cc(=O)n1C1CCCC1,x,x,25,19,1.2%,0.3%,4%,1,i,0.5,3%,5%
CCOc1cc(-c2noc(N)c2C#N)cc(OCC)c1OCC,x,x,4,11,-0.2%,-0.3%,9%,1.1,i,0.8,8%,2%
O=C(Nc1ccc(Cl)cc1)Nc1nnc(CSCc2ccccc2)s1,1,686,-24,-3,0.5%[50 µM],-1.0%,0%,1.1,i,0.7,-8%,18%
COc1ccc2cc3[n+](cc2c1OC)CCc1cc2c(cc1-3)OCO2,-5,723,10,9,1.5%&-1.0%,27%,8%,1.1,i,2.6&3.1,34%,13%
O=Cc1c(OCc2ccccc2)ccc2ccccc12,4,541,22,13,1.4%,-0.2%,-1%,1,i,0.4,3%,16%
N#Cc1c(Nc2ccccc2)sc(C(=O)c2ccccc2)c1N,3,636,-5,6,0.0%,-1.3%,-14%,1,i,0.6,-24%,-3%
COC(=O)c1cc(Br)ccc1-c1ccc(/C=N/n2nnnc2N)o1,-29,686,-30,-23,3.0%,-2.2%,2%,1.1,x,x,-1%,9%
CCSc1nc2sc3c(c2c(=O)[nH]1)CC(C)(CC)OC3 (stereo unspecified),x,x,-4,7,2.8%,-0.6%,2%,1,i,6.4,2%,-5%
O=C(N/N=C/c1ccc(N2CCOCC2)o1)c1cccc([N+](=O)[O-])c1,0,731,10,15,0.6%,-1.8%,79%*,0.8,i,0.6,x,8%

# Source: PubChem BioAssay
